TNAP act hi DEA = TNAP activators at high phosphate acceptor level, primary screen, biochemical, luminescence, uHTS | Alkaline phosphatase, tissue-nonspecific isozyme (Homo sapiens), P05186 | purified TNAP, CDP-star luminescence, 1 M DEA, 30 min; stronger effect = higher value; 0 = EDTA background, 1 = DMSO-only activity | activation factor at 20 µM | 200,000 tested, under 10 active | AID 1136, 2008;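 active = activation factor at least 2 at 20 µM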
Target sequence (P05186 whole entry, looked up): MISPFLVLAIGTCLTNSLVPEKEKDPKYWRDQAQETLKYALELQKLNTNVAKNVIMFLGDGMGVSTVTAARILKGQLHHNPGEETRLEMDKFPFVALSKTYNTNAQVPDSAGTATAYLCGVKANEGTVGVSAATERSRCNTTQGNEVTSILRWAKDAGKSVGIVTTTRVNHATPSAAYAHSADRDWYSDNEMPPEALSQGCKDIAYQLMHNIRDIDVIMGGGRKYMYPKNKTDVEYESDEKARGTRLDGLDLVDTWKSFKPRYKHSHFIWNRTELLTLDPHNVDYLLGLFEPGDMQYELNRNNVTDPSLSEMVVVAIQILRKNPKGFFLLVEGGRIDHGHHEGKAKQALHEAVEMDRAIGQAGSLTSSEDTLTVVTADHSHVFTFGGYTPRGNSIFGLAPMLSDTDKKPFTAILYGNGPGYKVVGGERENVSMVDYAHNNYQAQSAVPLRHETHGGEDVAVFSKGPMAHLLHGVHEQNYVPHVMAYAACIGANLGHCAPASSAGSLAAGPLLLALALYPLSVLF
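Test system – human TNAP · Doses – 20 µM single point · Incubation – 30 min, room temperature · Signal – luminescent substrate turnover signal · Read-out basis – activation factor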
PPARg SRC3 recr = PPARgamma agonists recruiting SRC-3 coactivator, primary screen, biochemical. Peroxisome proliferator-activated receptor gamma (Homo sapiens), P37231. biochemical PPARgamma/SRC-3 coactivator recruitment assay. activation, % at 8 µM. hit rate 0.26% among 200,000. AID 731, 2007; in the data active = activation above about 23%;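 also: 0% = DMSO and 100% = reference agonist; some compounds past the cut are filed as inactive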
Target sequence (P37231 whole entry, looked up): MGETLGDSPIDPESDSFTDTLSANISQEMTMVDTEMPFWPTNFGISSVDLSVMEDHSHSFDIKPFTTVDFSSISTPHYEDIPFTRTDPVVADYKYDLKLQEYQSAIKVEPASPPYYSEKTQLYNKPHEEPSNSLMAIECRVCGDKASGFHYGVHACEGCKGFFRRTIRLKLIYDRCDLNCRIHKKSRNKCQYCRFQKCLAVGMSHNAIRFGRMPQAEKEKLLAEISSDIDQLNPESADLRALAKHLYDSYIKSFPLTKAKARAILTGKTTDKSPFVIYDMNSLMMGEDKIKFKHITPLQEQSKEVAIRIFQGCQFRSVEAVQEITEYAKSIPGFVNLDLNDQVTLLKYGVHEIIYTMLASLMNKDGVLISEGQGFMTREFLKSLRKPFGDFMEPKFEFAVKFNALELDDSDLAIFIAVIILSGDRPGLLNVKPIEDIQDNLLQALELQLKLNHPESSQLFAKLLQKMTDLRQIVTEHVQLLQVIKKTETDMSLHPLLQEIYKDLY
TR-FRET SRC-2 ct = TR-FRET signal artefacts, primary screen, artefact control for PPARgamma SRC-2 agonist project, biochemical | TR-FRET artefact counter-screen; stronger effect = higher value | TR-FRET ratio at 8 µM | hit rate 0.4% among 200,000; in the data active = TR-FRET ratio above about 2000; also: inactives centre near 1500
PPARg SRC1 recr = PPARgamma agonists recruiting SRC-1 coactivator, primary screen, biochemical. Peroxisome proliferator-activated receptor gamma (Homo sapiens), P37231. PPARgamma-SRC-1 coactivator recruitment biochemical assay. activation, % at 8 µM. hit rate 0.41% among 200,000. AID 631, 2007; in the data active = activation above about 19%;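 also: 0% = DMSO and 100% = reference agonist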
bIAP act = bovine intestinal alkaline phosphatase activators, primary screen, biochemical, bovine IAP, CDP-star luminescence | hit rate 0.17% among 200,000 | activation factor at 20 µM | purified bovine IAP, 30 min; stronger effect = higher value; fold of DMSO-control signal, blank-subtracted | alkaline phosphatase, intestinal [Bos taurus];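 active = activation factor of 2 or more at 20 µM, a signal rise over negative controls twice the positive control's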
bIAP inhibitor = bovine intestinal alkaline phosphatase inhibitors, primary screen, selectivity assay for TNAP inhibitor project, biochemical, bovine IAP, CDP-star luminescence. alkaline phosphatase, intestinal [Bos taurus]. purified bovine IAP, 30 min. inhibition, % at 20 µM. 190,000 tested, under 10 active. AID 1019, 2008;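 active = over 50% inhibition of intestinal alkaline phosphatase at 20 µM in the single-dose screen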
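test system = bovine IAP enzyme | medium = DEA buffer 100 mM, pH 9.8, with MgCl2 1.0 mM, ZnCl2 0.02 mM | detection = luminescence | dosing = single compound dose of 20 µM, 2% DMSO final | incubation = 30 min reaction at room temperature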
PPARg SRC-2 ag = agonists of PPARg-SRC-2 recruitment, primary screen, biochemical, HTS; Peroxisome proliferator-activated receptor gamma (Homo sapiens), P37231; hit rate 0.34% among 200,000; PPARgamma LBD-SRC-2 recruitment; activation, % at 8 µM; in the data active = activation above about 22%;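 also: 0% = vehicle and 100% = reference agonist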
TNAP inh no acc = human TNAP enzyme inhibitors, primary screen, biochemical, luminescent, no phosphate acceptor, uHTS; Alkaline phosphatase, tissue-nonspecific isozyme (Homo sapiens), P05186; purified TNAP, CDP-star luminescence, 30 min; inhibition, % at 20 µM; hit rate 0.26% among 200,000; AID 1012, 2008;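 active = tissue-nonspecific alkaline phosphatase inhibition above about 50% at 20 µM in the single-dose screen, limit read from the data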;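 also: 0% = DMSO negative control and 100% = EDTA positive control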
TNAP inh hi DEA = human TNAP enzyme inhibitors, primary screen, biochemical, luminescent, high phosphate acceptor level, uHTS; hit rate 0.03% among 200,000; purified TNAP, CDP-star luminescence, 1 M DEA; inhibition, % at 20 µM; Alkaline phosphatase, tissue-nonspecific isozyme (Homo sapiens), P05186;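 active = over 50% inhibition of tissue-nonspecific alkaline phosphatase at 20 µM in the single-dose screen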;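 also: plate controls were DMSO wells for no effect and EDTA-quenched wells as full inhibition for full effect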
HMGR II inh = inhibitors of E. faecalis class II HMGR, primary screen, biochemical, Enterococcus faecalis; purified E. faecalis HMGR, NADPH absorbance 340 nm kinetic; inhibition, % at 10 µM; hit rate 0.41% among 190,000; AID 1066, 2008;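 active = inhibition above a set limit, the median over all tested compounds plus 3 SD, cut at about 9.5% in these data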;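 also: enzyme runs in reverse so mevalonate oxidation gives rising NADPH absorbance; 0% = complete reaction with DMSO and 100% = background rate lacking mevalonate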
* marks the source's active call; other numbers are inactive results; nt = no result given.

molecule	TNAP act hi DEA	PPARg SRC3 recr	TR-FRET SRC-2 ct	PPARg SRC1 recr	bIAP act	bIAP inhibitor	PPARg SRC-2 ag	TNAP inh no acc	TNAP inh hi DEA	HMGR II inh
CCOc1c(Cl)cc(C(=O)Nc2ccccc2-c2ccccc2)cc1Cl	1	2	1632	-4	0.9	12	6	-8	-3	6
CN(c1ccc(C(=O)NCc2cccs2)cc1)S(=O)(=O)c1ccccc1	1	3	1714	-7	0.7	27	3	-6	-1	2
O=C1CSCN1c1ccc(Cl)c(Cl)c1	1	3	1452	-4	1	-5	-7	-1	1	-5
N#CC1=C(N)Oc2n[nH]c(-c3cccs3)c2C1c1ccco1 (stereo not drawn)	1	7	1555	-1	0.9	10	10	-21	2	-3
Cc1cc(C)nc(N/N=C/c2ccccc2OCc2ccc(Br)cc2)n1	1	-2	1696	9	0.9	10	7	-6	-4	-3
CN(C(=O)COC(=O)c1ccc2c(c1)OCO2)C1CCS(=O)(=O)C1 (stereo not drawn)	1	5	1456	-1	1	1	-3	-9	-4	-6
CN=c1scc(-c2ccc(OC)cc2)n1/N=C(\C)c1cccnc1	1	2	1608	8	1.1	-9	5	-10	-3	3
O=C(O)CCC(=O)NCc1ccc(C(=O)O)cc1	1	1	1273	0	1	2	2	-5	-1	1
COc1ccc(/C=C/C(=O)Nc2ccncc2)cc1OC	1	2	1644	2	1.1	-13	5	-4	-2	-3
CC(NC(=O)c1cccs1)c1n[nH]c(=S)n1C (stereo not drawn)	1	5	1580	-2	1.2	-18	3	-5	-1	0
Cc1ccc(-c2csc(NC(=S)NC(=O)c3ccco3)n2)cc1	0.9	1	1406	-1	1	1	-4	12	5	3
CC1(C)CC(=O)C2=C(C1)N(Cc1cccnc1)C(=O)C2(NC(=O)c1ccc(F)cc1)C(F)(F)F (stereo not drawn)	1	0	1455	2	1	5	0	-9	-4	-1
COc1ccc(S(=O)(=O)n2nc(OC(=O)c3ccncc3)cc2N)cc1	1.1	3	1498	6	1	1	1	-9	-8	1
COc1ccccc1C(=O)NC(=O)CSc1cccc[n+]1[O-]	1	-2	1512	-7	1	-3	-2	-4	-1	-2
CC(=O)c1c(CC(=O)O)[nH]n(-c2nc3ccccc3s2)c1=O	1.1	8	1645	3	1.1	-9	7	13	-11	1

A different layout for part of the listing above.
O=C(O)CCC(=O)NCc1ccc(C(=O)O)cc1
  TNAP act hi DEA: 1
  PPARg SRC3 recr: 1
  TR-FRET SRC-2 ct: 1273
  PPARg SRC1 recr: 0
  bIAP act: 1
  bIAP inhibitor: 2
  PPARg SRC-2 ag: 2
  TNAP inh no acc: -5
  TNAP inh hi DEA: -1
  HMGR II inh: 1

COc1ccc(/C=C/C(=O)Nc2ccncc2)cc1OC
  TNAP act hi DEA: 1
  PPARg SRC3 recr: 2
  TR-FRET SRC-2 ct: 1644
  PPARg SRC1 recr: 2
  bIAP act: 1.1
  bIAP inhibitor: -13
  PPARg SRC-2 ag: 5
  TNAP inh no acc: -4
  TNAP inh hi DEA: -2
  HMGR II inh: -3

CC(NC(=O)c1cccs1)c1n[nH]c(=S)n1C (stereo not drawn)
  TNAP act hi DEA: 1
  PPARg SRC3 recr: 5
  TR-FRET SRC-2 ct: 1580
  PPARg SRC1 recr: -2
  bIAP act: 1.2
  bIAP inhibitor: -18
  PPARg SRC-2 ag: 3
  TNAP inh no acc: -5
  TNAP inh hi DEA: -1
  HMGR II inh: 0

Cc1ccc(-c2csc(NC(=S)NC(=O)c3ccco3)n2)cc1
  TNAP act hi DEA: 0.9
  PPARg SRC3 recr: 1
  TR-FRET SRC-2 ct: 1406
  PPARg SRC1 recr: -1
  bIAP act: 1
  bIAP inhibitor: 1
  PPARg SRC-2 ag: -4
  TNAP inh no acc: 12
  TNAP inh hi DEA: 5
  HMGR II inh: 3

Continued:
molecule	TNAP act hi DEA	PPARg SRC3 recr	TR-FRET SRC-2 ct	PPARg SRC1 recr	bIAP act	bIAP inhibitor	PPARg SRC-2 ag	TNAP inh no acc	TNAP inh hi DEA	HMGR II inh
CC(C)(C)C(=O)Nc1sc2c(c1-c1nc3ccccc3[nH]1)CCCC2	1	7	1512	-5	0.9	13	3	-7	-4	-4
CCC(OC(=O)C(NC(=O)c1ccccc1)c1ccccc1)C(=O)Nc1cc(C)on1 (stereo not drawn)	1.1	7	1352	2	0.9	7	1	-9	-6	-2
Cc1ccc(NC(=O)CC2C(=O)OCC3CCCCN32)cc1Cl (stereo not drawn)	1	3	1584	4	0.8	18	-1	-17	4	0
COCc1cc(C)nc(SCC(=O)Nc2cccc(C)c2)c1C#N	1.1	6	1532	17	1	3	-2	-4	-5	-2
CCOc1ccccc1OCCNC1CCCC1	1	1	1506	3	0.9	7	-4	-10	-2	-5
O=C(Nc1ccc(F)cc1)C(Sc1nc2ccccc2[nH]1)c1ccccc1 (stereo not drawn)	1	2	1545	-3	0.6	36	5	-33	0	-8
Nc1nnc(CC(=O)N/N=C\c2cc([N+](=O)[O-])ccc2O)s1	1	4	1606	-6	1	4	0	-18	3	-2
COc1ccc(C(C(=O)NC2CCCC2)N(C(=O)c2snc(-c3ccc(F)cc3)c2N)c2ccc(F)cc2)cc1 (stereo not drawn)	1	-3	1533	7	0.9	5	-2	-7	-2	0
CC(C)c1nnc(SCC(=O)N2CCN(C(=O)c3ccco3)CC2)n1N	1	1	1655	-4	0.9	6	2	-2	0	-2
CC(C)N(Cc1nc(-c2ccccc2)no1)C(=O)CSc1ccccc1	1	1	1589	-3	0.9	5	1	-7	-1	-10
Cc1ccc2cc(/C=N/NC(=O)c3ccccc3[N+](=O)[O-])c(Cl)nc2c1	1	3	1710	9	0.9	10	2	-17	-2	-2
Cc1ccsc1C(=O)NNC(=O)C1CC=CCC1C(=O)O (stereo not drawn)	1	4	1665	12	1	4	-5	-2	-2	-5
CCOC(=O)N1CCN(c2c(N3CCN(c4ccccc4OC)CC3)c(=O)c2=O)CC1	1.1	8	1716	7	1	-5	-4	-9	-6	nt
O=C(NCCO)c1cccc(Cl)c1	1	5	1404	0	1	0	5	-19	1	-7
Cc1ccccc1S(=O)(=O)NNC(=O)C(=O)NNc1ccccn1	1	0	1632	13	1.5	-49	1	-151	-1	-1
CCOC(=O)N1CCN(S(=O)(=O)c2cc(OCC(=O)NC3CCCCC3)c(C)cc2Cl)CC1	1.1	-1	1394	1	1	-1	-5	-18	-5	2
COc1cc(C)nc(N2CCCC(C(=O)NCC(C)C)C2)n1 (stereo not drawn)	1	3	1505	3	0.9	7	8	-9	-3	-7
Cc1ccc(CN(Cc2cc3cccc(C)c3[nH]c2=O)C(=O)N(C)C)cc1	1	nt	nt	nt	0.9	6	nt	-6	-1	nt
COc1ccc(-c2csc(NC(=O)CSc3nc(SC)ns3)n2)cc1	1	0	1464	-3	0.9	13	-7	-19	-1	-8
COc1ccc(NC(=O)c2ccccc2NS(=O)(=O)c2ccc(C)cc2)c([N+](=O)[O-])c1	1	3	1494	1	0.9	10	8	-3	-2	-2
Cc1nn(C)c(-c2n[nH]c(=S)n2-c2ccccc2)c1Cl	1	21	2081*	24*	0.9	14	14	-1	-3	-4
CC(=O)SC(C)CC(=O)Nc1ccccc1 (stereo not drawn)	1	-3	1532	0	0.6	36	-2	-8	4	-2
CCOc1cc(C2NC(=O)N(C)C(C)=C2C(=O)OC)cc(Br)c1O (stereo not drawn)	1	1	1689	1	0.9	6	1	-5	3	-2
CCN1CCN(CC(O)COCC2COc3ccccc3O2)CC1 (stereo not drawn)	1.1	1	1617	-1	1.2	-20	6	-12	-6	2
COc1ccc(N2C(N)=C(C#N)C(c3cccnc3)C3=C2CC(C)(C)CC3=O)cc1 (stereo not drawn)	1	2	1498	2	1	-2	1	0	-1	-5
CSCSC1=C(C#N)C(c2ccc(Cl)cc2)C(C(C)=O)=C(C)N1 (stereo not drawn)	1.1	19	1516	14	0.8	16	0	-8	-5	-2
Cc1ccc(S(=O)(=O)N2CCCC2C(=O)O)s1 (stereo not drawn)	1.1	-9	1679	2	1	1	5	-8	-9	-5
COC(=O)c1ccc(NC(=O)c2cc(-c3ccccn3)nc3ccccc23)cc1	1	1	1444	2	1.2	-19	2	10	-2	0
COc1ccc(NC(=O)CN2CCC(C(N)=O)CC2)cc1	1	14	1655	3	1	-1	2	-7	1	-4
O=C(NCCCN1CCCCCC1)c1ccc2c(Cl)c3c(nc2c1)CCCC3	1	2	1617	7	1.1	-13	8	-4	0	-1
CC(=O)Nc1c(O)nc(SCC(=O)Nc2c(C)cccc2C)[nH]c1=O	1	4	1382	2	1	5	-2	-9	2	0
CC(C)(C)c1cc(NC(=O)COC(=O)C2CC2)n(-c2ccccc2)n1	1	2	1403	-7	0.9	7	8	-4	-1	1
OCCNc1ncnc2c1sc1nc(N3CCOCC3)c3c(c12)CCC3	1	4	1671	3	1.1	-14	10	0	2	6
CC(OC(=O)c1cn(-c2ccccc2)nc1-c1cccnc1)C(N)=O (stereo not drawn)	1	6	1682	11	1	-1	17	3	-2	-2
O=C(c1cc2c(=O)n3ccccc3nc2s1)N1CCc2ccccc2C1	1.1	1	1657	6	1.2	-20	2	-2	-5	-1
CN(C)c1ccc(N=C/C=C2\N(C)c3ccccc3C2(C)C)cc1	0.8	28*	1577	3	0.6	37	8	16	22	-19
CC(=O)OCCCNc1cc(Sc2ccc(C)cc2)c2nonc2c1[N+](=O)[O-]	0.9	3	1518	-6	0.8	16	5	6	6	-1
CC(C)COC(=O)CCNc1n[nH]c(=O)[nH]c1=O	1.1	-1	1443	-8	0.9	9	-2	-14	-8	1
COc1ccc(N(CC(=O)Nc2ccccc2C(=O)NCCc2ccccc2)S(C)(=O)=O)cc1OC	1	3	1534	9	1	0	3	-8	-1	-3
O=C(CNc1ccccc1)c1ccc([N+](=O)[O-])cc1	1	-2	1421	-3	0.9	11	1	-1	0	2
COCCn1c(SCC(=O)N2CCCc3ccccc32)nc2cccnc21	1	4	1555	1	1	-1	5	-12	-4	-9
CCCCN(CC(=O)NCc1ccc(Cl)cc1)S(=O)(=O)c1ccc2c(c1)OCCO2	1	4	1576	0	0.9	6	7	-3	-5	-4
Cc1ccc(-c2nnn(CC(=O)N(c3cccc(O)c3)C(C(=O)NC(C)(C)C)c3cccs3)n2)o1 (stereo not drawn)	1	-2	1522	2	1	2	6	4	-5	0
COc1ccc(S(=O)(=O)NCCc2csc(-c3cccnc3)n2)cc1	1	-8	1720	9	0.8	22	-2	-10	-4	-9
CCN1c2ccccc2-c2nc3ccccc3n2C1c1ccncc1 (stereo not drawn)	1	10	1657	4	1.1	-9	12	1	-4	4
Cc1cc(=O)c2n(Cc3ccc(Cl)cc3)nc[n+]2[nH]1	1.1	-2	1508	6	0.9	13	4	-7	-6	-4

Screens deposited in PubChem BioAssay by several laboratories.
